Screening data as filed in PubChem BioAssay.
PRMT1 FP inh: PRMT1 (human) inhibition, primary screen. Q99873. inhibition, % at 2.79 µM. 370,000 compounds, 1.3% hits. recombinant PRMT1, activity-based probe fluorescence polarization;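 active = inhibition above about 21% made by adding two undisclosed values, limit read from the data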
HTRA1 inhibitor: HTRA1 (human) protease inhibition; AID 504803; inhibition, % at 5.96 µM; recombinant HTRA1, FP-rhodamine activity-based probe, fluorescence polarization; 340,000 compounds, 0.5% hits; in the data active = inhibition above about 36%;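 also: 0% = enzyme with DMSO and 100% = wells lacking enzyme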
Target sequence (Q92743 whole entry, looked up): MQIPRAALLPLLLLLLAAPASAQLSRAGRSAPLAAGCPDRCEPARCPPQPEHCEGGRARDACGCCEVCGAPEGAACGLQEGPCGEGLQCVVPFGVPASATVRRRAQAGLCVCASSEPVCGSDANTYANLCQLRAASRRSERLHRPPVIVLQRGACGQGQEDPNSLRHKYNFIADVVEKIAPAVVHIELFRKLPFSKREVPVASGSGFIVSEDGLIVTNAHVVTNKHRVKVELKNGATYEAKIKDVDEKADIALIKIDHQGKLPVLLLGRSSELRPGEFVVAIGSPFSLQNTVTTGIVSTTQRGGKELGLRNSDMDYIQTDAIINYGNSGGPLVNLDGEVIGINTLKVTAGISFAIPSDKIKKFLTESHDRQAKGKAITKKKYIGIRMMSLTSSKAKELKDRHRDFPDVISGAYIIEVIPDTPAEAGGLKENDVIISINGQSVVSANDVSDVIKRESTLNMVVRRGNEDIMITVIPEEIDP
GC-B act: GC-B (human) receptor activation | HEK293-GC-B cells, CNP EC30, cGMP TR-FRET; 0% at EC30 CNP, 100% saturating CNP | activation, % at 10 µM | 370,000 compounds, 0.11% hits | AID 1920062 | P20594;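 active = activation at 10 µM reaching about 35% in either raw or pattern-adjusted values, limit read from the data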
MBD2 DNA inh: inhibitors of human MBD2 binding to methylated oligonucleotide | Q9UBB5 | TR-FRET | AID 686964 | 370,000 compounds, 0.31% hits | inhibition, % at 4.4 µM; in the data active = inhibition above about 13%
TCR-CD3 inh: inhibitors of human TCR-CD3 interaction; inhibition, % at 9.4 µM; 360,000 compounds, 0.37% hits; AID 651800; TAMRA-labeled TCR probe fluorescence, biochemical; in the data active = inhibition above about 19%;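 also: recombinant mutant TCR 2C K166C tagged with TAMRA read by polarization; 0% = receptor in buffer alone and 100% = receptor with positive control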
TDP2 absorb: TDP2 (human) inhibition, absorbance primary screen; AID 720702; inhibition, % at 12.8 µM; 370,000 compounds, 0.34% hits; recombinant TDP2, T5PNP hydrolysis, p-nitrophenol absorbance 415 nm;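 active = inhibition above the mean of all tested compounds plus 3 SD, set per campaign, cut at about 25% in these data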;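 also: 0% = DMSO with enzyme and 100% = buffer with substrate but no TDP2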
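Assay system: Recombinant human TDP2 | Quantity: 120 nM TDP2 per well | Incubation: 2 h at 37 °C | Signal: Epi absorbance | Evaluation: Percent inhibition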
mABHD4 FP: ABHD4 (mouse) inhibition, primary FP screen | inhibition, % at 8.92 µM | 370,000 compounds, 0.54% hits | purified mABHD4, FP-Rh probe fluorescence polarization | Q8VD66;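 active = inhibition exceeding the mean over every tested compound plus 3 SD, cut at about 30% in these data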;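 also: 0% = plate median of compound wells and 100% = S159A mutant with DMSO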
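Doses – 8.92 µM, single dose · Material – wild-type mouse ABHD4 protein · Replication – single well per compound (singlicate) · Measure – percent inhibition of probe binding, normalized to plate controls · Schedule – 45 min compound pre-incubation plus 60 min probe step, 25 °C · Detection – fluorescence polarization with parallel and perpendicular emission, 525/598 nm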
SIAE primary: human SIAE inhibition, primary screen | Q9HAT2 | SIAE FP-Rh probe binding, fluorescence polarization | AID 1053197 | inhibition, % at 9.66 µM | 370,000 compounds, 0.69% hits;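 active = inhibition above a cutoff: mean of compounds within the control limits plus 3 SD of those, cut at about 17% in these data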;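 also: 0% = plate median of compound wells and 100% = probe without SIAE protein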
Target sequence (Q9HAT2 whole entry, looked up): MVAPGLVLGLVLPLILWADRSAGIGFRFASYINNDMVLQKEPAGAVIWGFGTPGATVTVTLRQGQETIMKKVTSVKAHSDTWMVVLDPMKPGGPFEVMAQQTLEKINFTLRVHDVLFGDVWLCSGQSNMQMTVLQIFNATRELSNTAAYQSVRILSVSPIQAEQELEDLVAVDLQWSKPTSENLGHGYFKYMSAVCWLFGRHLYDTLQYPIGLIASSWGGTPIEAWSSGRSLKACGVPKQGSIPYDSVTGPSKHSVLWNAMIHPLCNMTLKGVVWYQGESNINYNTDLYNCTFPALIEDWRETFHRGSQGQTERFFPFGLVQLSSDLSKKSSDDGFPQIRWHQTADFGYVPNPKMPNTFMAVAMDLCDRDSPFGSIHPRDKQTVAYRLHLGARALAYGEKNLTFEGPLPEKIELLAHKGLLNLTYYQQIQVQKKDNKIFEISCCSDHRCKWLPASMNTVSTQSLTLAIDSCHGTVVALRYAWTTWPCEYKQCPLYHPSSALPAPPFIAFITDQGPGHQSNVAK
LEDGF integ inh: blocks HIV-1 LEDGF/p75-dependent DNA integration; TR-FRET IN-LEDGF/p75 DNA integration, Eu/Cy5; inhibition, % at 3.7 µM; 370,000 compounds, 0.64% hits; AID 743269;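 active = inhibition above the screen-wide mean plus 3 SD, cut at about 13% in these data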;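 also: signal is the Cy5 over europium emission ratio at 671 and 618 nm; 0% = plate median of compound wells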
rCAG RNA binder: molecules binding r(CAG) RNA repeats | r(CAG) RNA repeat, TO-PRO-1 dye displacement fluorescence | inhibition, % at 3 µM | 370,000 compounds, 1.3% hits | AID 651821;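 active = inhibition above the plate cutoff, the mean of all test compounds on that plate plus 3 SD, cut at about 35% in these data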;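 also: 0% = DMSO alone and 100% = 100 µM mitoxantrone as full dye displacement; higher means more dye released from RNA so lower well fluorescence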
* hit, by the source's call; / = no result given. These rows are one share of the data, so the mix of outcomes need not match the whole.

SMILES	PRMT1 FP inh	HTRA1 inhibitor	GC-B act	MBD2 DNA inh	TCR-CD3 inh	TDP2 absorb	mABHD4 FP	SIAE primary	LEDGF integ inh	rCAG RNA binder
CC(OC(=O)c1cc(S(=O)(=O)N2CCOCC2)ccc1F)C(=O)NCC1CCCCC1 (stereo not given)	-2	-7	-1	4	-5	7	-3	-3	1	0
CCCc1cc(CNC(=O)C2CCC(=O)N(Cc3ccccc3OC)C2)on1 (stereo not given)	4	-2	-2	-2	3	-8	0	2	-3	-7
O=C(NN1CCOCC1)c1ccc(Cl)c([N+](=O)[O-])c1	1	-2	4	-1	-11	-1	-7	-1	1	-1
N#CCCc1cccc(CCC#N)c1	-3	2	2	-2	1	12	4	4	1	2
CC(=O)NC(C)(c1ccccc1)c1nc(-c2cncnc2)cs1 (stereo not given)	-2	/	4	-6	1	-14	-9	6	5	-1
Cc1sc2nc(CSCC(=O)Nc3ccc(C(F)(F)F)cc3)[nH]c(=O)c2c1C	4	-6	-2	2	-2	6	-3	15	1	4
CC(C)c1ccccc1OCCCCCNCCO	0	-8	-1	3	-11	5	6	-3	-4	-3
COC(=O)c1ccccc1NC(=O)CN1CCc2ccccc2C1	-1	-15	1	2	4	4	0	2	0	-8
O=C(O)c1ccc(Cl)c(S(=O)(=O)N2CCC(Cc3ccccc3)CC2)c1	1	-11	-1	-3	5	11	0	-4	4	62*
CN1OC[C@@H]2CN(C(=O)C(C)(C)C)[C@H](c3ccc(-n4ccnc4)cc3)C[C@@H]21	3	/	-4	0	-8	0	4	2	-5	2
COC(=O)[C@H]1C[C@H](O)CN1S(=O)(=O)c1ccc(Br)cc1F	-3	3	-8	1	2	-3	-8	3	1	1
Cc1cc(NC(=O)Cn2nc3c(cc2=O)CCCC3)ccc1Br	-4	-16	-1	-8	0	10	-7	-1	2	3
COc1ccc(CNC(=O)C2COc3ccccc3O2)c(OC)c1 (stereo not given)	4	-1	3	4	-2	-1	0	0	-4	-5
OCC[C@@H]1C[C@H](O)[C@@H](O)[C@]2(OCCc3cc(Cl)ccc32)O1	0	/	3	-1	1	7	1	0	-3	2
O=C1CCN(Cc2ccccc2)C=C1c1ccc2ccccc2c1	1	-8	-12	1	6	-3	3	1	-2	-5
COc1ccc(C2=NN(C(=O)CN3CCCC3)C(c3ccc(OC)cc3)C2)cc1 (stereo not given)	-5	/	0	0	1	3	3	4	-3	-2
CN(C(=O)[C@@H](C1CC1)[C@@H](O)c1ccc2ccccc2c1)c1ccccc1	-5	/	-1	-9	/	-4	-6	-1	4	-3
CCN1CCN(c2ccc(S(=O)(=O)N3CCOCC3)cc2NC(=O)CC(NC(C)=O)c2ccccc2)CC1 (stereo not given)	-1	6	-1	0	2	-13	6	-3	2	-1
Cc1ccc(-n2cc3c(=O)n(C)c(=O)n(C)c3c2)cc1C	-2	5	8	-5	0	-6	4	2	0	-1
O=C(CSc1nc2ccccc2c(=O)n1Cc1ccc(Cl)cc1)NCc1cccs1	2	0	11	1	-5	0	-4	0	-1	-1
Cc1ccc(NC(=O)c2ccccn2)c(Br)c1	-2	-8	-4	-2	1	11	0	-2	9	-3
COc1ccc2[nH]c(=O)c(CN(C(=O)c3cccnc3)c3ccccc3)cc2c1	-5	3	-3	0	0	5	-5	-4	1	-2
CCCCOc1ccc(/C(O)=C2/C(=O)C(=O)N(CCCOC)C2c2ccncc2)cc1 (stereo not given)	4	7	1	1	-4	-1	-4	-1	3	1
Cc1ccc(/C=C2/SC(=Nc3ccc(F)cc3)NC2=O)s1	-1	-1	8	2	-5	-11	3	5	8	4
Nc1[nH]ncc1S(=O)(=O)c1ccccc1	0	-1	4	-3	5	-10	-3	2	2	0
COc1ccc(CN2CCNC(=O)C2CC(=O)N(C)CC2CCOCC2)cc1OC (stereo not given)	-3	1	3	-3	5	-8	1	-3	2	1
CCN(Cc1cc2cc(C)ccc2[nH]c1=O)S(=O)(=O)c1ccccc1	2	-19	2	-5	-2	-1	-2	-1	6	-1
CCOc1ccc(NC(=O)C/C(C)=N/NC(=O)c2cnccn2)cc1	0	4	-2	-5	7	-15	-5	20*	-1	-2
CC(C)[C@H](NC(=O)[C@@H]1Cc2ccccc2CN1)C(=O)Nc1ccc2c(c1)OCO2	1	24	-6	-3	0	-8	11	5	-1	6
COC(=O)[C@]1(Cc2ccccc2)NC=C(C(=O)c2ccccc2)[C@@H]1c1cccc(OC)c1	3	/	-13	0	-1	6	5	8	-1	5
O=C(CCCn1c(=O)[nH]c2ccccc2c1=O)Nc1ccc(F)cc1	-1	2	-2	-4	0	-15	-6	-1	2	2
NC(N)=NC(N)=Nc1ccc2ccccc2c1	-2	0	-4	1	6	-8	-2	3	-3	4
O=C(c1ccc(Cn2c(=O)[nH]c3ccccc3c2=O)cc1)N1CCN(c2ccccn2)CC1	-2	0	-5	4	5	4	5	3	-2	1
CCOc1ccc(C(=O)N2CCC3(CC2)NCCc2[nH]cnc23)cc1	2	5	5	2	-1	-4	4	1	-1	-3
COc1cccc(CC(=O)Nc2nc3c(s2)C(=O)CC(C)(C)C3)c1	6	-7	-5	-5	1	5	0	4	2	-2
COc1cccc(-c2nnc(Nc3nc4c(F)cccc4s3)o2)c1	-1	1	-1	2	7	1	1	-4	1	73*
Cn1c(S(=O)(=O)c2ccc([N+](=O)[O-])cc2)nc(Br)c1Br	-3	1	-1	-3	-2	23	6	0	-2	0
C/C=C/C(=O)N1c2ccccc2C(C)=CC1(C)C	-3	-2	-1	6	7	2	-2	6	0	-3
COc1ccc(OC)c(CCNC(=O)c2ccc3c(c2)N(Cc2ccccc2)CCS3)c1	0	3	4	-3	3	5	-6	4	2	1
O=C(c1cnn2c(C(F)(F)F)cc(-c3cccs3)nc12)N1CCN(C(c2ccccc2)c2ccccc2)CC1	1	-1	23	3	-11	-1	-3	-4	-1	8
COc1cc(NC(=O)C2CCN(S(=O)(=O)c3cccs3)CC2)cc(OC)c1	0	-9	-4	-6	-5	0	-6	-8	3	1
O=C(Nc1ccc(N2CCCCC2)cc1)C(Cl)c1ccccc1 (stereo not given)	-1	0	-3	1	-2	6	6	5	0	2
COc1ccc(CSc2nc3ccccc3c(=O)n2CCCN2CCOCC2)cc1F	-2	-13	13	2	7	6	-1	-2	0	-6
O=C(CSC(=S)N1CCCCC1)Nc1ncc2c(n1)CC(c1ccco1)CC2=O (stereo not given)	8	/	3	-4	-1	-4	2	1	-5	-4
CC(=O)N1c2ccc(S(=O)(=O)N3CCCC3C(=O)NCc3ccccc3Cl)cc2CC1C (stereo not given)	3	-1	0	3	-4	-2	2	-5	-6	-1
Cc1c(Cl)c([N+](=O)[O-])nn1CCCC(=O)Nc1sc2c(c1C#N)CCC2	8	-8	-1	-2	4	-1	-1	10	0	9
O=C(NC1CCCCCCC1)c1cnccn1	-1	0	-5	2	-2	17	2	2	1	1
COc1cccc(-c2cc(=O)c3cc(NC(=O)c4ccc(Cl)cc4)ccc3[nH]2)c1	-1	4	-3	4	0	1	9	-2	0	-2

No new results follow: an excerpt of the list.
SMILES	PRMT1 FP inh	HTRA1 inhibitor	GC-B act	MBD2 DNA inh	TCR-CD3 inh	TDP2 absorb	mABHD4 FP	SIAE primary	LEDGF integ inh	rCAG RNA binder
Cn1c(S(=O)(=O)c2ccc([N+](=O)[O-])cc2)nc(Br)c1Br	-3	1	-1	-3	-2	23	6	0	-2	0
C/C=C/C(=O)N1c2ccccc2C(C)=CC1(C)C	-3	-2	-1	6	7	2	-2	6	0	-3

Further results:
SMILES	PRMT1 FP inh	HTRA1 inhibitor	GC-B act	MBD2 DNA inh	TCR-CD3 inh	TDP2 absorb	mABHD4 FP	SIAE primary	LEDGF integ inh	rCAG RNA binder
Cc1ccc(Nc2nc3ccccc3nc2-n2nc(C)cc2C)cc1	4	3	-2	1	-3	2	-2	2	0	3
COc1cccc(/C=N/NC(=O)c2cccc(N3CCCC3=O)c2)c1	-4	3	2	-7	-3	-14	3	-1	0	-6
O=c1ccn([C@@H]2O[C@H](CO)[C@@H](O)[C@H]2O)c(=O)[nH]1	-2	3	5	1	4	8	-14	-4	2	2
CN(c1ccccc1)S(=O)(=O)c1ccc(C(=O)NCCc2ccc(F)cc2)cc1	2	-15	3	7	-7	-12	-8	5	-1	1
COc1ccc(NC(=O)CCS(=O)(=O)c2cccc3nonc23)cc1	3	2	0	1	-4	-8	2	-5	-4	1
CN(CC(=O)Nc1ccc(F)c(Cl)c1)S(=O)(=O)c1ccc2c(c1)n(C)c(=O)c(=O)n2C	-2	3	-7	1	2	8	5	6	-2	2
Cc1cccc(NC(=O)c2cc3cc([N+](=O)[O-])ccc3s2)n1	-1	0	1	-2	1	-10	0	-27	2	-2
CCOC(=O)N1CCN(C(=O)COC(=O)C2CCN(S(=O)(=O)c3c(C)c(C)cc(C)c3C)CC2)CC1	-11	-1	-3	2	4	-11	-7	-7	0	-7
NS(=O)(=O)c1ccc(CCNC(=O)c2ccc([N+](=O)[O-])cc2[N+](=O)[O-])cc1	-1	3	1	-3	-4	15	4	5	2	1
CN(CCOC(=O)c1occ2ccccc12)C1CN(Cc2cn(Cc3ccccc3Cl)nn2)S(=O)(=O)C1 (stereo not given)	2	/	-8	3	/	3	-5	-2	-4	2
Cc1ccc(S(=O)(=O)NCc2ccc(C(=O)NC3CCC(C)CC3)cc2)cc1 (stereo not given)	-1	-14	6	2	-5	-2	5	-3	0	-3
CN(CC(=O)Nc1ccccc1Cl)C(=O)COC(=O)CSc1ccc(F)cc1	-5	3	2	-5	-3	-4	-3	-2	1	-4
CC(C)C#Cc1cnc2c(c1)C(=O)N([C@@H](C)CO)C[C@@H](C)[C@H](CN(C)Cc1cccc(F)c1)O2	-6	-9	2	4	0	-5	0	-1	4	-2
Cc1cccc(NC(=O)C2COc3ccccc3O2)n1 (stereo not given)	-3	-2	-10	-5	7	1	-4	0	5	-3
CC(Sc1nncs1)C(=O)Nc1ccc(S(=O)(=O)Nc2ncccn2)cc1 (stereo not given)	1	-4	-4	4	-7	10	6	0	-4	0
Cc1ccccc1C(=O)Nc1ccc(CN2CCOCC2)cc1	1	6	4	-2	0	0	-3	-5	4	2
C/C(CC1CC(COCC(C)C)OC1=O)=N\NC(N)=S (stereo not given)	2	-1	6	-5	2	-1	6	7	4	-3
CCOc1cc(/C=C2\C(=O)ON=C2c2ccccc2)ccc1OC	1	-7	10	-1	-1	24	0	5	-1	4

An excerpt from above in order of their number in GC-B act, low to high.
smiles	PRMT1 FP inh	HTRA1 inhibitor	GC-B act	MBD2 DNA inh	TCR-CD3 inh	TDP2 absorb	SIAE primary	LEDGF integ inh
COC(=O)[C@]1(Cc2ccccc2)NC=C(C(=O)c2ccccc2)[C@@H]1c1cccc(OC)c1	3	/	-13	0	-1	6	8	-1
COc1cccc(-c2cc(=O)c3cc(NC(=O)c4ccc(Cl)cc4)ccc3[nH]2)c1	-1	4	-3	4	0	1	-2	0
CC(C)c1ccccc1OCCCCCNCCO	0	-8	-1	3	-11	5	-3	-4
COc1ccc(NC(=O)CCS(=O)(=O)c2cccc3nonc23)cc1	3	2	0	1	-4	-8	-5	-4
COc1ccc(CN2CCNC(=O)C2CC(=O)N(C)CC2CCOCC2)cc1OC (stereo not given)	-3	1	3	-3	5	-8	-3	2
Cc1ccccc1C(=O)Nc1ccc(CN2CCOCC2)cc1	1	6	4	-2	0	0	-5	4
